PREPL inh: PREPL enzyme inhibitors, primary screen, biochemical, fluorescence polarization; AID 2751, 2010; inhibition, % at 5.96 µM; actives 0.68% (n = 320,000); recombinant PREPL, fluorescence polarization activity-based probe; in the data active means inhibition above about 43%;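 further: 0% = enzyme with DMSO and 100% = wells lacking enzyme; many of its hits are not listed in these tables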
HCV core dimer: inhibitors of HCV core protein dimerization, primary screen, biochemical, TR-FRET, high-throughput; TR-FRET GST/Flag-core106 dimerization, 1536-well; inhibition, % at 5 µM; AID 1899, 2009; actives 0.33% (n = 300,000);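 active means inhibition above the mean of all tested compounds plus 3 SD, set per screening campaign, cut at about 45% in these data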
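Assay system: tagged HCV core106 pair (GST and Flag); medium: KF-containing HEPES buffer, pH 7.45, DTT, CHAPS, BSA; also added: Eu donor and XL665 acceptor anti-tag antibodies; dosing: 5 µM single dose; timing: compound-protein-antibody incubation 4 h at 22.5 °C; signal: TR-FRET 671 and 617 nm emission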
PP1 inh: PP1-alpha phosphatase inhibitors, primary screen, counter-screen for PP5 inhibitor project, biochemical, fluorescence, OMFP substrate, single point. purified PP1alpha. inhibition, % at 6.7 µM. actives 0.9% (n = 320,000). AID 2235, 2010;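 active means inhibition above the mean inhibition of all tested compounds plus 3 SD, computed separately for each screening campaign, cut at about 15% in these data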
Target sequence (P62136 whole entry, looked up): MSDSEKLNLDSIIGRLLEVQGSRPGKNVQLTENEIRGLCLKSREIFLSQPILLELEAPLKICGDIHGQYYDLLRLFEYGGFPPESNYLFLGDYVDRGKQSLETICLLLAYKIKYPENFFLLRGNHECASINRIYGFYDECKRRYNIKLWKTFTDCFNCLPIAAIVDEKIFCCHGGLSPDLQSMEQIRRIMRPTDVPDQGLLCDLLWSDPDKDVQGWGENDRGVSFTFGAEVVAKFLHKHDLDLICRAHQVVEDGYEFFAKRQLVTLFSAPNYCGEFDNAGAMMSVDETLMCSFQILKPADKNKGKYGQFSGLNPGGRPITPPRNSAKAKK
PP5 primary: PP5 phosphatase inhibitors, primary screen, biochemical, fluorescence; inhibition, % at 6.7 µM; actives 0.18% (n = 320,000); purified PP5c, OMFP substrate fluorescence;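 active means inhibition above the campaign's mean inhibition across all tested compounds plus 3 SD, cut at about 9.5% in these data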;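 further: 0% = DMSO only and 100% = 100 µM cantharidin control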
LYPLA2 inh: LYPLA2 inhibitors, primary screen, counter-screen for PME1 inhibitor project, biochemical, fluorescence polarization, FP-Rh probe ABPP; Acyl-protein thioesterase 2 (Homo sapiens), O95372; recombinant LYPLA2; inhibition, % at 5.9 µM; actives 0.38% (n = 320,000);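 active means inhibition above the screen-wide mean plus 3 SD, limit set per campaign, cut at about 26% in these data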;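 further: 0% = LYPLA2 with DMSO and 100% = wells lacking LYPLA2 enzyme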
Target sequence (O95372 whole entry, looked up): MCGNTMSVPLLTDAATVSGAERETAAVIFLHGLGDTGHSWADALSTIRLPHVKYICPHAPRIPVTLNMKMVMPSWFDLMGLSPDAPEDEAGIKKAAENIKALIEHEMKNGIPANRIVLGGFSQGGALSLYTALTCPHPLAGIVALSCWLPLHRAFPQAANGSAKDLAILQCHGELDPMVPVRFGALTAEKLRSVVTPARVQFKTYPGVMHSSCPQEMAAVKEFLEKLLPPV
JMJD2C inh: inhibitors of GASC-1 histone demethylase, primary screen, biochemical, fluorescence, DELFIA europium | Lysine-specific demethylase 4C (Homo sapiens), Q9H3R0 | GST-JMJD2C(1-420) H3K9me3 demethylation | inhibition, % at 2.35 µM | actives 0.069% (n = 330,000) | AID 2099, 2009;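 active means more than half of a compound's replicate wells show inhibition beyond 50%, single wells judged on their own value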;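 further: signal counts dimethyl H3K9 product captured on neutravidin plate; 0% = median of DMSO wells and 100% = 0.3 times that DMSO median; strong numbers were not always called active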
Target sequence (Q9H3R0 1-420 limits assumed): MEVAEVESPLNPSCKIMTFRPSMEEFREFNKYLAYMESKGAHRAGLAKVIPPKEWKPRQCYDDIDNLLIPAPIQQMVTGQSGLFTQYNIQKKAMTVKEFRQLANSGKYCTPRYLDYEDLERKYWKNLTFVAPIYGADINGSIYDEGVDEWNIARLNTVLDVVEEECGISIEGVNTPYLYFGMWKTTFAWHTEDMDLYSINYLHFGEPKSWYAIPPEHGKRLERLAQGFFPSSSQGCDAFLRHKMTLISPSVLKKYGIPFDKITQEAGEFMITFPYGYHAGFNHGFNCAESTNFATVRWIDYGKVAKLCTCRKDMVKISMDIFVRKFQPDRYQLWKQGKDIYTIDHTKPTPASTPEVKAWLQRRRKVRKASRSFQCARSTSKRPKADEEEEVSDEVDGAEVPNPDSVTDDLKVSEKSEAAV
Fh CTSL1 inh: Fasciola hepatica cathepsin L1 inhibitors, primary screen, counter-screen for PFM18AAP inhibitor project, biochemical, QFRET, fluorogenic peptide substrate; inhibition, % at 5.96 µM; AID 1906, 2009; recombinant F. hepatica cathepsin L1, Z-Leu-Arg-MCA fluorescence; actives 0.49% (n = 300,000);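 active means inhibition above the mean of all tested compounds plus 3 SD, set per screening campaign, cut at about 17% in these data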;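 further: 0% = plate median of test compound wells and 100% = 1 µM Z-Phe-Ala-diazomethylketone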
TPT1 inhibitor: Candida albicans TPT1 enzyme inhibitors, primary screen, biochemical, fluorescence polarization; recombinant caTPT1, FP RNA substrate dephosphorylation; inhibition, % at 5 µM; actives 0.81% (n = 300,000);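 active means inhibition above the mean of all tested compounds plus 3 SD, set per screening campaign, cut at about 24% in these data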;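 further: plate controls were DMSO alone for no effect and ferristatin control at 100 nM for full effect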
Efflux pump inh: inhibitors of Candida efflux pumps in yeast, primary screen, S. cerevisiae, Nile Red, multiplex; S. cerevisiae Candida pump triplex; inhibition, % at 10 µM; actives 0.44% (n = 330,000);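 active means plate passing quality check with inhibition over a set limit, or well fluorescence over plate mean plus 4 SD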;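 further: Nile Red retained in pooled yeast measured as flow cytometry median fluorescence; 0% = buffer negative control and 100% = Enniatin B positive control; higher means more Nile Red kept so more efflux inhibition; some compounds called inactive have numbers as strong as hits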
Active calls of the source: *; x = no result given. This is a subset; rates above refer to the full screens.

SMILES	PREPL inh	HCV core dimer	PP1 inh	PP5 primary	LYPLA2 inh	JMJD2C inh	Fh CTSL1 inh	TPT1 inhibitor	Efflux pump inh
CCCC(=O)Nc1ccc2c(c1)nc1n2CCOC1	-0.4	6.9	-0.8	1.1	-4.0	12.1	0.5	2.0	-0.1
N#Cc1c(-c2ccc3c(c2)OCO3)cc[nH]c1=O	-5.1	8.6	-3.5	-1.1	1.4	16.6	-4.1	-0.6	-0.2
C=CCc1ccc(OCCCCOc2ccc(C(=O)O)cc2)c(OC)c1	-4.8	8.2	-2.7	-2.2	5.0	-2.7	-0.1	1.5	0.0
COc1ccc(-c2cc3nc4n(c(=O)c3s2)CCC4)cc1	-3.3	2.2	1.3	2.6	4.1	2.8	3.6	1.2	0.2
Cc1ccc(CN2CCN(/N=C/c3cccn3C)CC2)c(C)c1	6.7	-7.7	-1.5	0.3	1.8	-3.7	1.3	1.4	0.1
O=C(Oc1ccccc1)c1cccc(COC(=O)c2cnccn2)c1	7.5	1.1	-1.4	2.0	9.6	-6.4	-3.7	-2.4	0.3
Cc1onc(-c2ccccc2)c1C(=O)Nc1nnc(N(C)Cc2ccccc2)s1	-7.8	14.9	0.6	3.1	4.0	-6.6	3.9	-0.4	0.0
CC(C(=O)Nc1ccc(F)c(F)c1F)N(C)Cc1cccs1 (stereo not given)	8.4	-20.2	0.6	-1.2	4.5	-28.1	2.4	-2.4	-0.2
NC(=O)COC(=O)CSc1cccc2cccc(Cl)c12	-7.4	-1.6	-1.1	-2.3	-2.8	-5.6	-2.1	1.0	-0.1
S=c1[nH]nc(-c2ccccc2)n1CC1CCCO1 (stereo not given)	-10.7	-10.2	0.1	1.4	3.9	0.0	-0.7	-4.0	0.0
COCCn1c(=O)[nH]c(=O)c2cc(C(=O)c3cc(OC)ccc3O)cnc21	8.9	6.8	3.9	3.7	-2.0	-3.9	-0.4	2.9	0.4
Fc1ccc(N2CCN(C3CCC(c4ccccc4)CC3)CC2)cc1 (stereo not given)	16.8	-1.7	0.8	2.5	5.0	-13.9	-0.1	-1.6	-0.1
CC1CCC(NC(=O)CN2C(=O)c3cccnc3Oc3ccc(Cl)cc32)CC1 (stereo not given)	5.3	-10.2	-0.9	1.1	-1.1	9.0	3.7	-1.5	0.6
CCCCN(C)CCNC(=O)Cn1c(=O)sc2ccccc21	-2.3	-1.6	-3.5	1.5	0.9	-8.7	2.4	-2.9	0.0
O=C1NC2(CCCC2)N=C1c1ccc(F)cc1	2.0	-2.3	9.3	1.6	0.2	20.3	0.1	-0.1	0.1
Cc1cc(C(=O)NC2CCCC2)c2ccccc2n1	-2.5	1.5	1.4	0.1	1.9	-12.3	0.3	0.9	-0.4
NC(=O)C1Cc2ccccc2CN1S(=O)(=O)c1ccc(Cl)s1 (stereo not given)	-7.5	10.6	-1.1	1.0	-2.9	6.2	0.4	-1.1	-0.3
Cc1ccc(S(=O)(=O)N2CCOCC2)cc1C(=O)NC(=S)N1CC(C)CC(C)C1 (stereo not given)	-1.7	-1.3	-3.0	1.8	9.5	8.6	-4.3	3.1	-0.3
CC(C)(C)c1ccc(NC(=O)c2ccsc2)cc1	-2.9	1.5	-2.4	0.4	0.3	-7.0	-0.7	3.2	0.0
Cc1ccc(-c2nnc(SCC(=O)Nc3sc(C)c(C)c3C#N)n2C)cc1	1.1	25.3	-0.4	3.0	-3.3	-20.2	1.1	0.1	0.6

Brought forward from above: 2 entries, then new ones.
SMILES	PREPL inh	HCV core dimer	PP1 inh	PP5 primary	LYPLA2 inh	JMJD2C inh	Fh CTSL1 inh	TPT1 inhibitor	Efflux pump inh
CC(C)(C)c1ccc(NC(=O)c2ccsc2)cc1	-2.9	1.5	-2.4	0.4	0.3	-7.0	-0.7	3.2	0.0
Cc1ccc(-c2nnc(SCC(=O)Nc3sc(C)c(C)c3C#N)n2C)cc1	1.1	25.3	-0.4	3.0	-3.3	-20.2	1.1	0.1	0.6
O=C(NC1CCSc2ccccc21)c1cccc(Cl)c1 (stereo not given)	4.6	-1.5	0.9	0.3	-1.5	-27.4	1.3	3.0	0.8
Cc1ccc(S(=O)(=O)NCCC2(C(C)C)CCOC(C)(C)C2)cc1 (stereo not given)	-2.9	3.0	-4.5	0.8	-2.9	0.9	-2.0	-3.0	0.1
CC(C)CC(=O)Nc1cccc(-c2nc3ccccc3o2)c1	-11.7	1.8	1.5	-1.1	3.8	-1.0	0.4	-0.9	0.3
CCCCn1c(SCC(=O)Nc2nnc(C)s2)nnc1-c1ccoc1C	9.6	-8.8	-2.6	-0.1	-1.4	-3.8	-2.1	-1.2	0.0
Cc1sc2ncnc(SC(C)C#N)c2c1C (stereo not given)	-52.1	-0.3	-3.1	-1.0	-8.5	-16.0	-3.1	1.6	0.1
Cc1nc2scc(C)n2c(=O)c1S(=O)(=O)N1CCN(c2cccc(C(F)(F)F)c2)CC1	16.6	8.0	13.9	4.0	-1.9	0.2	1.1	1.2	-0.2
Cc1ccc(CNC(=O)c2cc(-c3ccccc3)nn2CC2CC(c3cccnc3)=NO2)cc1 (stereo not given)	-3.6	-8.1	2.0	3.2	0.6	-3.2	0.9	5.2	0.8*
Cc1cc(C)c2sc(NC(=O)C3=COCCO3)nc2c1	7.3	-23.6	-1.6	6.5	6.6	-4.0	6.9	-1.9	-0.2
COc1ccc(N2C(=O)CCC(C(=O)O)C2c2ccccc2OC)cc1 (stereo not given)	2.8	-0.7	-3.0	-0.6	6.7	-0.1	2.4	-0.6	0.0
COCCNc1nc(CSc2ccccc2)nc2sc(C)c(C)c12	3.0	6.6	0.9	3.6	-4.8	-6.5	-1.7	-0.7	0.3
Cc1ccc(/C(N)=N/OC(=O)c2ccc(F)cc2)cc1	3.6	0.1	-4.7	-1.7	-0.5	8.8	-1.1	2.1	0.0
CCCn1c(C(C)Nc2nc(-c3ccc(OC)cc3)cs2)nc2ccccc21 (stereo not given)	8.4	10.5	-1.0	5.6	0.1	-14.6	0.9	0.2	-0.1
CC(=O)Nc1cccc(Oc2cnc3ccccc3n2)c1	-6.1	3.6	-3.3	-0.6	-2.2	2.9	1.1	2.6	0.0
Cc1ccc(NC(=O)CN2C(=O)N/C(=C/c3ccc(C)o3)C2=O)cc1	14.3	2.1	-2.0	-1.7	-14.1	17.6	13.2	4.2	0.0
O=C(COC(=O)CCS(=O)(=O)c1ccccc1)Nc1ccc(N2CCCCC2)cc1	7.5	x	2.8	-2.0	0.4	3.9	x	x	0.2
CCCCN(C)CCNC(=O)C(=O)c1c(C)[nH]c2ccccc12	-3.1	0.3	-6.0	0.0	3.1	-5.0	-1.2	3.0	-0.1
CC(=O)c1cccc(S(=O)(=O)NCC(c2ccco2)N2CCCCC2)c1 (stereo not given)	4.2	-0.1	-1.5	-0.4	-0.7	7.5	0.8	-1.7	0.0
O=C(C1CCCCC1)N1CCN(S(=O)(=O)c2ccc(Cl)cc2)CC1	-3.4	0.1	-0.9	2.4	5.2	6.3	-2.8	-3.1	-0.1
CN1C(=O)CC(N2CCN(CC(=O)N3CCCC3)CC2)C1=O (stereo not given)	2.0	-2.6	1.2	-1.3	0.8	-7.3	3.8	-5.7	0.0
CCN1CCc2c(sc(NC(=O)Cc3ccccc3)c2C(N)=O)C1	1.6	-10.9	3.3	5.3	-3.5	-7.2	-2.2	-0.9	0.0
CCOc1ccc(N2C(=O)CN(c3cccc4ccccc34)C2=S)cc1	11.7	7.4	-1.9	0.7	-5.4	5.3	-0.6	4.5	0.0
CC(=O)NS(=O)(=O)c1ccc(NC(=S)NC(=O)COc2ccccc2C)cc1	3.2	-7.2	7.2	-1.2	4.4	8.4	8.2	-1.6	-0.2
O=C(COC(=O)CNC(=O)c1ccccc1)Nc1nnc(-c2ccccc2)o1	13.2	-2.5	2.3	0.1	-3.1	2.4	-7.8	0.3	-0.1
NC(=O)c1cccc2c3c([nH]c12)CCCC3	-1.3	-10.1	0.6	0.3	-5.2	9.9	4.5	-5.9	-0.1
N#Cc1nc(N2CCCCC2)nc(N2CCOCC2)n1	9.3	1.6	-3.4	2.5	-0.2	-2.9	75.9*	-1.4	0.0
O=C(CN1C(=O)NC2(CCc3ccccc3C2)C1=O)NCC(F)(F)F (stereo not given)	9.7	-10.8	-3.3	0.8	8.3	38.3	-0.1	-2.3	-0.1
CCCC#CCN1CCN(C23CC4CC(CC(C4)C2)C3)CC1	-7.0	3.2	0.2	1.0	2.9	-2.4	-2.8	-1.5	-0.1
CSc1nc(-c2ccco2)nn1C(=O)CCc1ccccc1	-7.9	-2.5	-0.3	0.7	4.5	x	-5.8	-0.4	-0.1
Cc1cc2c([nH]c3ccccc32)c2c1OC(C)(C)C=C2	24.9	-7.5	1.8	3.6	6.0	-7.9	4.1	-4.3	1.5*
CCOc1ccc(-c2cccc(NS(=O)(=O)c3ccc([N+](=O)[O-])cc3)c2)nn1	-2.7	6.4	-2.0	-0.2	-3.9	27.6	-3.4	0.4	-0.1
CN(CC(=O)NCc1ccncc1)S(=O)(=O)c1ccc2ccccc2c1	-3.2	-2.2	-2.4	-0.3	1.7	11.7	0.4	1.1	0.0
COCCCn1c(=S)[nH]c(C)c(C)c1=O	-0.8	-0.5	-5.1	-1.0	1.7	2.3	0.3	-3.8	0.0
CC(=O)NS(=O)(=O)c1ccccc1	8.3	-2.9	0.2	0.7	0.3	26.0	-2.8	-1.4	0.2
COc1cc(NS(C)(=O)=O)c(OC)cc1NC(=O)c1cccc(F)c1	8.9	-5.0	-3.1	2.7	7.0	-3.2	-1.3	-2.8	-0.1
Cc1ccc(C)c(OCC(=O)N(Cc2nnc(-c3ccccc3Cl)o2)C2CC2)c1	-2.4	4.8	1.6	1.2	2.1	-2.1	4.7	0.7	0.1
CC(C)C(=O)Nc1ccc(C(=O)Nc2nnc(C(C)(C)C)s2)cc1	6.4	0.1	-2.2	0.4	-1.0	-13.9	2.2	-1.0	0.0
CC(C)N1CCC(N2CCN(C3CCCCC3)CC2CCO)CC1 (stereo not given)	-10.8	-0.9	-1.4	3.5	4.3	-38.8	-1.2	1.6	0.0
COc1ccccc1CNC(=O)COc1ccc(Br)c(C)c1	-12.2	-3.0	-0.5	-0.1	-1.2	-14.2	4.2	-2.0	0.0

4 successive records already listed, for reference:
SMILES	PREPL inh	HCV core dimer	PP1 inh	PP5 primary	LYPLA2 inh	JMJD2C inh	Fh CTSL1 inh	TPT1 inhibitor	Efflux pump inh
Cc1cc2c([nH]c3ccccc32)c2c1OC(C)(C)C=C2	24.9	-7.5	1.8	3.6	6.0	-7.9	4.1	-4.3	1.5*
CCOc1ccc(-c2cccc(NS(=O)(=O)c3ccc([N+](=O)[O-])cc3)c2)nn1	-2.7	6.4	-2.0	-0.2	-3.9	27.6	-3.4	0.4	-0.1
CN(CC(=O)NCc1ccncc1)S(=O)(=O)c1ccc2ccccc2c1	-3.2	-2.2	-2.4	-0.3	1.7	11.7	0.4	1.1	0.0
COCCCn1c(=S)[nH]c(C)c(C)c1=O	-0.8	-0.5	-5.1	-1.0	1.7	2.3	0.3	-3.8	0.0

Compound activity deposited in PubChem by several laboratories.
